Bioassay records as filed in PubChem.
RXFP1 antagonist: antagonists of human relaxin receptor RXFP1 | Q9HBX9 | HEK293-RXFP1, relaxin-stimulated cAMP HTRF, 30 min; active compounds read low | activity change, negative = inhibition, % at 57.5 µM | 350,000 tested, 0.59% active | AID 1259400;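 active = activity change of -60% or lower, but not beyond a set lower limit; inconclusive = change between -60% and -40%, or beyond the set limit; inactive = change above -40%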; note: % is set by controls: 0 for no effect and ±100 for the full control effect
D1 PAM: enhances dopamine response at the human D1 receptor; HEK293 TREx D1 cells, calcium flux, dopamine EC20 potentiation; P21728; AID 504651; potentiation, % at 10 µM; 360,000 tested, 0.036% active; in the data active = potentiation above about 30%; note: 0% is about no effect
Target sequence (P21728 whole entry, looked up): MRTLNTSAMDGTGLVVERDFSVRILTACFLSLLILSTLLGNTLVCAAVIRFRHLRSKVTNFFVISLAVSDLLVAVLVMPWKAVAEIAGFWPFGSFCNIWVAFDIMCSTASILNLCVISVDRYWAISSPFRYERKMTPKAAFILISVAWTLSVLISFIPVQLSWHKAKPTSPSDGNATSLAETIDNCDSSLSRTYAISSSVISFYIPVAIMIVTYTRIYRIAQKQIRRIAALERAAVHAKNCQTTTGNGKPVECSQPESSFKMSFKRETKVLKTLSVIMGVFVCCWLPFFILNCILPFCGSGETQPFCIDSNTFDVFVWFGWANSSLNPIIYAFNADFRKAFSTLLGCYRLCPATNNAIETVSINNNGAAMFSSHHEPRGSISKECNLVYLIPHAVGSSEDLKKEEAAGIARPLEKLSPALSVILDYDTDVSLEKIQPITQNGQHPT
TRHR agonist: TRH receptor (human) agonism. P34981. TRHR cells, calcium flux fluo-8, FDSS agonist mode. activation, % at 2 µM. 360,000 tested, 0.18% active. AID 493084; in the data active = activation above about 30%; note: 0% is about no effect
Target sequence (P34981 whole entry, looked up): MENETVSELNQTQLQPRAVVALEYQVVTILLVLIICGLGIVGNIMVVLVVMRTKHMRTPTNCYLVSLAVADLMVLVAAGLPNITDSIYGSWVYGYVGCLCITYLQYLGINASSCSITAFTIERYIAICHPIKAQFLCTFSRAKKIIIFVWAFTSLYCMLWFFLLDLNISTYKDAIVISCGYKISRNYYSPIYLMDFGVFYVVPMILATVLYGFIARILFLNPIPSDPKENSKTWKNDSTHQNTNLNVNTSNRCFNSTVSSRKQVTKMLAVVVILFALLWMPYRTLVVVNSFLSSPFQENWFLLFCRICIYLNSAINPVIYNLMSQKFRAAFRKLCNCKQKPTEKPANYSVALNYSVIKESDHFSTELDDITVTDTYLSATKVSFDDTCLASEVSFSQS
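Steps: seed TRHR cells overnight; add fluo-8 no-wash Ca dye, RT 30 min–1.5 h; record 10 s baseline; pin-transfer compounds; monitor fluorescence 1 cycle/s for the agonist window. Calcium increases flag candidate agonists.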
Apoferritin bind: candidate novel general anesthetic via apoferritin binding | 350,000 tested, 0.074% active | apoferritin/1-aminoanthracene competitive binding, fluorescence | Potency, µM (series often up to 77.5 µM), for inactives: top-dose activity change, negative = displacement, usual class: inhibitors; note: potency is the fitted concentration of half-maximal effect; % is set by controls: 0 for no effect and ±100 for the full control effect; nearly all actives have a fitted effect of over 20% in size
Target sequence (P02791 2-175 limits assumed): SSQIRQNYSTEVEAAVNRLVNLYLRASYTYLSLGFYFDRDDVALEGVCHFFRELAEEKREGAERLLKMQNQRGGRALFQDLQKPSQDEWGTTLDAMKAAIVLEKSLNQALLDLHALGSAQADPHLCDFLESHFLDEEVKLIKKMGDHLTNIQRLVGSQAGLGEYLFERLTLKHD
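Read-out: endpoint 1-AMA fluorescence, excitation 380 nm and emission 535 nm, after compounds sit 10 min at room temperature with 10 uM horse-spleen apoferritin in 50% saturated 1-AMA/PBS. Values come from four-parameter Hill fits.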
D2 potentiator: positive allosteric modulators of human D2 dopamine receptor; P14416; HEK293 T-REx D2, calcium flux, EC20 dopamine potentiation; potentiation, % at 10 µM; 340,000 tested, 0.34% active; AID 485347;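 active = potentiation over 3 SD above the plate norm, cut at about 30% in these data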; note: 0% is about no effect
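Calcium flux readout, no-wash dye, 1 read/s. Inducible HEK293 Trex D2 line, overnight 30 C. Compound alone 180 s (agonist flags), then EC20 dopamine, another 180 s to score potentiation.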
TRHR enhancer: allosterically enhances the human TRH receptor; P34981; TRHR cells, fluo-8 calcium fluorescence, EC20 TRH enhancement; enhancement, % at 2 µM; 360,000 tested, 0.66% active; in the data active = enhancement above about 30%; note: 0% is about no effect
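Enhancer read-out: after compound pinning and an initial kinetic agonist-mode read, an EC20 of TRH (10 nM final) was injected and fluo-8 calcium signal (Ex 480/Em 530) followed at 1 s/cycle for 100 cycles in TRHR-expressing cells.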
RXFP1 ag: activates the human relaxin receptor RXFP1 | Q9HBX9 | HEK293T-RXFP1 cAMP TR-FRET, 30 min; response scale: percent of porcine relaxin response, buffer zero | Potency, µM (top dose mostly 57.5 µM), without a hit: at the top dose activation, most hits filed as activators | 370,000 tested, 0.3% active; note: potency is the fitted concentration of half-maximal effect; % is set by controls: 0 for no effect and ±100 for the full control effect; nearly all actives have a fitted effect of over 60% in size; many of its hits are not listed in these tables
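Agonist response is measured as cAMP accumulation in an RXFP1-transfected HEK293T line under PDE4 inhibition. Values are scaled between buffer-only and 29 nM porcine relaxin, and EC50s come from standard Hill equation fits.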
D1 ag: activates the human D1 dopamine receptor. P21728. HEK293 T-REx D1 cells, calcium flux, agonist mode. activation, % at 2 µM. 360,000 tested, 1% active; in the data active = activation above about 30%; note: 0% is about no effect
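Tetracycline-induced HEK293 TREx D1 cells, force-coupled to calcium signalling, were dye-loaded with a no-wash calcium kit. Compound was pin-added after a 10 s baseline. Fluorescence was read kinetically at 1 cycle/s for 180 s, with calcium rises flagged as agonism.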
D1 antagonist: antagonists of human D1 dopamine receptor; AID 504652; 360,000 tested, 3.2% active; P21728; HEK293 TREx D1 cells, calcium flux, dopamine EC80; active compounds read low; activity change, negative = inhibition, % at 10 µM; in the data active = activity change below about -30%; note: % is set by controls: 0 for no effect and ±100 for the full control effect
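Cells carrying a force-coupled, tetracycline-inducible human D1 receptor report calcium flux. Each well gets a 10 s baseline, compound with 180 s monitoring, then an EC80 dopamine stimulus with a second 180 s kinetic read.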
An asterisk follows results filed as active; ? = inconclusive; . = not tested or not shown; & = joins results of further samples; [ ] = another dose, or the depositor's remark. Unless noted, calls come from the whole dose curve; as a rule, active = well fitted curve in the direction sought with a large enough effect; inconclusive = small, poorly fitted or top-dose-only effect, or another doubt; inactive = no such curve, though single readings can be large; an effect the other way counts as inactive or inconclusive. An excerpt; the hit share may differ from the screen's.

Values in the order – D2 potentiator, TRHR agonist, D1 ag, RXFP1 ag, D1 PAM, TRHR enhancer, RXFP1 antagonist, Apoferritin bind, D1 antagonist
> Cc1oc2ncn(CC(C)C)c(=O)c2c1C(=O)NCCCN1CCCCC1
 : 5, 0.9, 1, 0.2%, 1, -18, ., -2%, 2
> CC(=O)N(c1ccc2oc(=O)sc2c1)S(=O)(=O)c1ccc(C)cc1
 : -14, 0.5, 5, 3.4%, 0, -1, -33, -4%, 11
> CCN1CCC(N(Cc2ccc(F)cc2)C(=O)Nc2cccc(C(F)(F)F)c2)CC1
 : -4, 3.1, 100*, 5.1%, 0, 3, -8, -13%, -25
> C/C(=N\Nc1ccc([N+](=O)[O-])cc1)c1cc2ccccc2o1
 : -6, 17, 59*, 2.2%, -12, 9, -25, -15%, -30*
> Cc1ccc(NC(=O)C2C3C=CC4(CN(Cc5cccnc5)C(=O)C24)O3)cc1F (stereo not given)
 : -2, -0.1, 2, -4.2%, 1, -2, ., -2%, -7
> CCCCOC(=O)c1ccc(Nc2nnc(-n3nc(C)cc3C)c3ccccc23)cc1
 : 10, -0.9, 6, 4.1%, 0, 4, -1, 93%[activator], -5
> CC(C)Oc1ccc(CNS(=O)(=O)c2ccc(-c3cc(C(F)(F)F)on3)s2)cc1
 : 2, 0.1, 4, 3.6%, -3, 1, -3, -8%, 1
> O=C(NCCO)c1ccc2c(c1)S(=O)(=O)c1ccccc1C2=O
 : 5, -0.2, 1, 2.4%, -3, 2, ., -17%, -6
> COc1ccc2nc(N(CCN(C)C)C(=O)c3ccc4c(c3)OCCO4)sc2c1
 : -1, 0.6, 4, 0.5%, 5, 2, -10, -13%, -13
> COc1ccc(NC(=O)CSc2n[nH]c(N)n2)c([N+](=O)[O-])c1
 : 9, 0.1, 1, 4.7%, 0, 3, -16, -7%, -11
> COC(=O)c1cccc(N(C(=O)c2ccco2)C(C(=O)NC2CCCC2)c2ccc(N3CCOCC3)cc2)c1 (stereo not given)
 : 1, 0.1, 3, -0.1%, -3, -4, 10, 7%, -5
> Cc1cc(N2CCC(C)CC2)n2nc(C)c(-c3ccccc3)c2n1
 : 0, 0.5, 1, -1.9%, -2, 2, -17, -4%, -3
> COc1ccc(/C=N/n2cnnc2)cc1Cn1nc(C)c([N+](=O)[O-])c1C
 : -4, -0.9, 2, 2.6%, -8, -5, 1, -18%, 3
> COc1ccc(OCc2cc(C(=O)O)c(C)o2)cc1
 : 5, -0.4, 3, 0.3%, 1, -2, ., -3%, -7
> Cc1nnc(N2C(=O)C(O)=C(C(=O)c3ccco3)C2c2cccc3ccccc23)s1 (stereo not given)
 : 3, 4.4, 18, ?, -8, 0, -12, 4%, -22
> CCOCCOCN(C#N)c1nc(OC)nc(N(C)C)n1
 : -8, 0.7, 3, -0.6%, -3, -8, 17, 1%, -8
> Cc1cccc(OCC(=O)Nc2cccc3cccnc23)c1C
 : -8, -0.8, 5, 0.6%, 1, 5, ., -13%, -45*
> NS(=O)(=O)c1cccc(NC(=O)Cn2cnc3ccccc3c2=O)c1
 : 1, 0.1, 3, 3.9%, -4, 3, 1, -5%, -2
> COC(=O)c1ccc(COC(=O)CCS(=O)(=O)c2ccc(C)cc2)cc1
 : -1, -0.9, 5, 0.2%, -2, 5, 6, -7%, 4
> CCN(CC)CCNC(=O)CCCNC(=O)Cn1cnc2sc(C)c(C)c2c1=O
 : 2, 0.1, -1, 9.3%, 1, 9, 6, -8%, 14
> Cc1cccc(-c2noc(CN(C(C)C)S(=O)(=O)c3ccc(Br)cc3)n2)c1
 : -14, 4.5, 34*, 0.7%, 6, -11, 0, 58%[activator], -15
> COc1ccc(CCNC(=O)c2ccc(NS(=O)(=O)c3ccc4[nH]c(=O)[nH]c4c3)cc2)cc1OC
 : 2, 0.4, 0, -2.4%, -1, -4, -6, -7%, 3
> CC(=O)N1c2ccc(S(=O)(=O)N3CCC(C(=O)NCc4ccccc4)CC3)cc2CC1C (stereo not given)
 : 3, 0.4, 0, 0.5%, -3, -2, 3, -5%, 3
> CC1(C)Cc2cccc(OCC(=O)OCc3nnc(-c4ccc([N+](=O)[O-])cc4)o3)c2O1
 : -7, -0.3, 1, 0.7%, -4, -7, 1, ., -11
> CCc1cc(Br)ccc1N1C(=O)C2CC=CCC2C1=O (stereo not given)
 : 11, -0.6, 8, -0.3%, -9, 2, -13, -11%, -41*
> COCCCNC(=O)c1c(NC(=O)c2nc(S(C)(=O)=O)ncc2Cl)sc2c1CCCC2
 : -1, -1.4, 0, 22%, -3, -7, ., -3%, 2
> Cc1c(N=C2Nc3cccc4cccc2c34)c(=O)n(-c2ccccc2)n1C
 : 2, 9.9, 36*, 0.1%, -6, 6, 0&3, -15%, -8
> COc1ccc(NC(=O)CSc2nnc(-c3ccccc3F)n2C2CC2)cc1S(N)(=O)=O
 : -5, -0.1, 4, -1.0%, -7, 0, -8, -14%, 13
> COCCN(C(=O)c1ccccc1Oc1ccccc1)c1c(N)n(CC(C)C)c(=O)[nH]c1=O
 : -4, -0.7, 2, -1.1%, -1, 7, 4, ., 0
> CC(=O)N1CCN(C2=NC(=O)C(=C3CCCCC3)S2)CC1
 : 4, 0.6, 2, 3.0%, 0, -3, 1, 3%, 5
> Cc1ccc(S(=O)(=O)NCCc2csc(-c3cccc(F)c3)n2)cc1
 : -5, -0.5, 18, 1.8%, -2, -1, -16, -7%, -24
> Cn1c2ccccc2c2c(C(=O)N3CCN(c4cccc(Cl)c4)CC3)cn(C3CCCCC3)c(=O)c21
 : -4, 1.2, 8, 5.5%, -2, 15, -15, 99%[activator], 0
> O=C(CC1Sc2ccccc2NC1=O)Nc1cccnc1 (stereo not given)
 : -1, 0.6, 1, 2.0%, -8, -6, 1, -8%, 3
> O=C(OCCNc1ncc(C(F)(F)F)cc1Cl)c1ccc(S(=O)(=O)N2CCOCC2)cc1
 : 12, 0.2, 5, 0.8%, -2, -1, 22, ?, 14
> COc1ccccc1CNC(=O)COC(=O)c1ccc(C)c(S(=O)(=O)N2CCCCC2)c1
 : 9, -1.0, 5, 0.9%, -2, 0, 7, -9%, -6
> Cc1ccc(S(=O)(=O)NNC(=O)c2cnn(-c3ccc(Cl)cc3)c2C(F)(F)F)cc1
 : -2, -1.8, 1, 2.7%, -2, -5, -11, -15%, 2
> Cc1cc(Nc2ccc(N3CCOCC3)cc2)c2cccc(C)c2n1
 : -24, -0.7, -1, -29%, 0, 0, -7, 4%, 8
> COc1ccccc1CNc1cc(CSc2ccc(Cl)cc2)nc(C)n1
 : 0, -1.4, 8, -0.2%, -8, 1, -20, -3%, 11
> COc1ccc(/C=N/NC(=O)c2ccc(COCC(F)(F)C(F)F)cc2)cc1
 : 0, -0.2, 5, -0.1%, -8, 6, 0, -6%, 7
> CCCCCCOc1ccc(/C=c2\s/c(=C(/C#N)C(=O)NCc3ccco3)n(-c3ccccc3)c2=O)cc1
 : 3, 0.3, 2, 0.5%, 2, 2, -13, 4%, 12
> Fc1ccc(C(NCCc2ccc(Cl)cc2)c2nnc(-c3ccccc3)o2)c(Cl)c1 (stereo not given)
 : 2, -0.2, 64*, 5.1%, 9, 6, ?, 31%[activator], -16
> CCO/N=C1\C(=O)N(c2ccccc2)c2ccccc21
 : -3, -0.5, 2, 1.1%, 0, 16, -14, -22%, -6
> COc1ccc(NC(=O)c2oc3ccccc3c2NC(=O)c2cc3ccccc3o2)c(OC)c1
 : 9, 0.8, 2, -1.5%, 0, -4, ., 3%, -5
> Cc1ccc(S(=O)(=O)N(C)C)cc1NC(=O)COc1ccccc1C(=O)Nc1ccccc1
 : -2, 0.7, 3, -0.8%, -18, -8, -20, ., -7
> COc1ccc(CNC(=O)Cn2nc(C)n3cccc3c2=O)cc1
 : 0, 0.2&0.4, 1&2, 8.5%&-0.4%, 2&2, 19&-5, 1&1, 1%&46%, 1&-16
> Cc1nn2c3c(cnc2c1-c1ccc(F)cc1)C(=O)CC(c1ccccc1)C3 (stereo not given)
 : -4, 0.0, -1, 1.5%, 1, -3, ., -4%, 12
> Cc1cc(C)c(S(=O)(=O)c2ccccc2)c(=O)[nH]1
 : 14, 0.8, 3, -3.0%, 6, -3, 4, 0%, -8
> CCOC(=O)C1CCN(CC(=O)Nc2c(C(=O)OC)[nH]c3cccc(Cl)c23)CC1
 : -9, -0.5, 1, 0.0%, 1, -5, 4, -21%, 8
> CC(C)=CC(=O)Nc1c(C)cc(C)cc1Cl
 : 8, -1.0, 1, 1.9%, 2, 2, 2, -9%, 19
> Cc1ccc(C(=O)N2CCCC(Nc3cccc(F)c3)C2)cc1N1CCNC1=O (stereo not given)
 : 10, 0.4, 3, 0.0%, -6, 0, -3, -3%, 11
> COc1ccc(Cc2nnc(SCC(=O)c3c(N)n(C4CC4)c(=O)[nH]c3=O)o2)cc1
 : -1, 0.1, 2, 7.1%, ., 6, 6, ., 14
> CCCC(C)NC(=O)c1cc(Cl)ccc1OC (stereo not given)
 : 0, -0.7, 3, 2.5%, -2, -3, 1, -12%, -5
> O=C(N/N=C/c1cc(Cl)ccc1O)c1ccccc1Br
 : ., 0.4, 1, 2.3%, 3, -1, -8, ?, 2
> CCOC(=O)C1CCCN(CC(=O)NC2CC2)C1 (stereo not given)
 : 7, 0.0, 2, 0.9%, -8, -3, -7, -6%, 2

Limited to D1 ag and TRHR enhancer (two entries from above):
smiles	D1 ag	TRHR enhancer
CCCCCCOc1ccc(/C=c2\s/c(=C(/C#N)C(=O)NCc3ccco3)n(-c3ccccc3)c2=O)cc1	2	2
CC(=O)N1CCN(C2=NC(=O)C(=C3CCCCC3)S2)CC1	2	-3
